High-throughput results as filed in PubChem.
DRD3 antagonist: D3 dopamine receptor (human) antagonism | P35462 | D3R cells, DiscoveRx beta-arrestin luminescence, antagonist mode; hits give low values | max response, negative = inhibition, % | 360,000 tested, 2.5% active; in the data active means max response below about -50%; inconclusive means no clear call, values can overlap the other calls; further: on the % scale 0 is the no-effect control and ±100 the full control effect; mostly tested at two doses, the higher about 12 µM
Target sequence (P35462 whole entry, looked up): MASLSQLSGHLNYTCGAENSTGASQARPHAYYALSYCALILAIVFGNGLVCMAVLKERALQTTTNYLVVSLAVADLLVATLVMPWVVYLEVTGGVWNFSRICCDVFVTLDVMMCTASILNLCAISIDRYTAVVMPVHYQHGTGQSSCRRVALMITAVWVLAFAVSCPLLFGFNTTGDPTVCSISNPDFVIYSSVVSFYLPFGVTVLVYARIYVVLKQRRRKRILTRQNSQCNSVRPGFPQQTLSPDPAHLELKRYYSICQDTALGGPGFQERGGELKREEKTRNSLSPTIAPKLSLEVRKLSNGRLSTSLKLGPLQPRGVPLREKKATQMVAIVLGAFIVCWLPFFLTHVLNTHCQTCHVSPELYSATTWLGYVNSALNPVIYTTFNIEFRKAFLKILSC
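Cells plated overnight at 1500 cells/well, then exposed to library compounds with dopamine controls for 90 minutes at 37 degrees C. DiscoveRx reagent added for 30–60 minutes at room temperature; luminescence read, quantitative HTS format.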
aSyn rescue: inhibitors of alpha-synuclein toxicity in yeast | Yeast expressing alpha-synuclein, growth rescue, BacTiter-Glo, 24 h | Potency, µM (series often up to 46.1 µM), for the others: at the highest dose growth rescue (activation), actives largely listed as activators | 370,000 tested, 0.14% active; further: potency means the concentration at half of the fitted maximal effect; % of control where 0% means no effect; nearly all actives have a fitted effect of over 65% in size
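Galactose-induced alpha-syn yeast (OD600=0.02, raffinose-pregrown) + pinned cpd, 24 hr, 30 deg C; growth by BacTiter-Glo luminescence. Growth restoration scores as activation.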
PTHR1 ag: PTHR1 (human) receptor agonism. 410,000 tested, 0.075% active. Potency, µM (doses to about 115 µM), for the others: top-dose activation, usual class: activators. Q03431. HEK293 GP2 PTHR1 cells, GloSensor cAMP luminescence, 1 h; further: potency means the concentration at half of the fitted maximal effect; nearly all actives have a fitted effect of over 55% in size; some results filed as inactive show a strong effect at the top dose; inactives centre near -15; many of its hits are not listed in these tables
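HEK-293-derived GP2 cells expressing PTHR1 and a GloSensor cAMP reporter, 3,000/well, plated overnight, given luciferin plus IBMX (each 0.5 mM as added) for 1 h at 37 °C, then compound for 1 h at 37 °C. Luminescence was read after 15 min at room temperature.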
HEK293 tox: cytotoxic in the GLP-1 receptor inverse agonist counter-screen; HEK293 cAMP-luciferase reporter cells, luminescence, 24 h; Potency, µM (highest dose often 38.3 µM), inactives show top-dose activity change, negative = inhibition, hits mostly inhibitors; 410,000 tested, 0.13% active; AID 624418;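 further: loss of luciferase light is scored as toxicity; potency means the concentration at half of the fitted maximal effect; on the % scale 0 is the no-effect control and ±100 the full control effect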
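Step one: seed cells (200 cells/uL, DMEM with 10% Nu serum, 1% pen-strep). Step two: 12-hour incubation at 37 deg C. Step three: pin 23 nL compound, incubate 24 hr. Step four: add luciferase reagent, read luminescence 12 min later.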
TDP43 rescue: inhibitors of TDP-43 toxicity in yeast; 410,000 tested, 1.8% active; AID 652104; Potency, µM (titrated, usually from 46.1 µM), without a hit: top-dose growth rescue (activation), hits mostly activators; TDP-43 expressing yeast growth rescue, BacTiter-Glo, 24 h; further: potency means the concentration at half of the fitted maximal effect; % of control where 0% means no effect; nearly all actives have a fitted effect of over 50% in size
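Galactose-induced TDP-43 yeast, OD600=0.02, compound pinned; 24 hr, 30 deg C; BacTiter-Glo luminescence for growth. Inhibitors of TDP-43 toxicity read as activators.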
GLP1R inv ag: acts as inverse agonist at human GLP-1 receptor; P43220; HEK293 GLP-1R CRE-luciferase, luminescence, 24 h; GLP-1R form is constitutively active; Potency, µM (highest dose often 38.3 µM), without a hit: top-dose activity change, negative = inhibition, hits mostly inhibitors; 410,000 tested, 1.6% active; further: potency means the concentration at half of the fitted maximal effect; on the % scale 0 is the no-effect control and ±100 the full control effect; nearly all actives have a fitted effect of over 55% in size
Target sequence (P43220 whole entry, looked up): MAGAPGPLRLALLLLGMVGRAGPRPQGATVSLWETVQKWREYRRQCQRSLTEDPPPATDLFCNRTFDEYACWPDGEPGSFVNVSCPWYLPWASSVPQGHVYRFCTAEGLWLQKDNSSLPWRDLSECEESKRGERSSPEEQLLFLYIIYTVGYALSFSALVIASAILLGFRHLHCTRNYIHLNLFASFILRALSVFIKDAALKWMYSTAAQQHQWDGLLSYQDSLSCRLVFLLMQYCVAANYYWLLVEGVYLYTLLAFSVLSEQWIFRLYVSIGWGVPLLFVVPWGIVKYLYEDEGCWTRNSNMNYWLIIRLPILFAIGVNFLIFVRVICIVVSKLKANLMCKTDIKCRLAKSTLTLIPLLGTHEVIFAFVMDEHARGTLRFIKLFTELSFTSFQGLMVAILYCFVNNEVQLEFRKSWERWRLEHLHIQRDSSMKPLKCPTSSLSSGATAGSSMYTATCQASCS
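GLP-1R inverse agonism mode: basal reporter luminescence in engineered HEK293 cells measured after one day of compound exposure at 37 deg C, with a 12 min room-temperature detection step.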
GLP1R ag: activates the human GLP-1 receptor | AID 624172 | HEK293 GLP-1R CRE-luciferase, luminescence, 4-6 h; cells express a hypersensitive GLP-1R form | 380,000 tested, 0.007% active | P43220 | Potency, µM (series often up to 45.6 µM), without a hit: top-dose activation, usual class: activators; further: potency means the concentration at half of the fitted maximal effect; % of control where 0% means no effect
D3 ag: activates the human D3 dopamine receptor | D3R DiscoveRx beta-arrestin cells, luminescence, 90 min | max activation, % | 410,000 tested, 0.58% active | AID 652048; in the data active means max activation above about 30%; further: 0% is about no effect; mostly tested at two doses, the higher about 12 µM
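Cells at 1500/well, incubated overnight, then treated with pinned compounds (dopamine as control) for 90 min at 37 degrees C. DiscoveRx reagent added for 30 - 60 minutes at room temperature; luminescence read.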
KB-V1 MDR tox: KB-V1 MDR subline cytotoxicity. 400,000 tested, 3.4% active. Potency, µM (series often up to 46.1 µM), inactives show at the highest dose activity change, negative = cytotoxicity, usual class: cytotoxic. KB-V1 MDR cells viability, CellTiter-Glo, 72 h; further: potency means the concentration at half of the fitted maximal effect; on the % scale 0 is the no-effect control and ±100 the full control effect; nearly all actives have a fitted effect of over 60% in size
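Luminescent ATP read-out (CellTiter-Glo, 10 min) measures survival of drug-selected KB-V1 MDR cells after 72 h, 37 degrees C compound exposure. Medium: phenol-red-free DMEM, 10% FBS. Values from fitted concentration-response curves.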
Numbers without * were called inactive; i = inactive; ? = inconclusive; . = not tested or not shown; [ ] = remark or other dose. Unless noted, the call rests on the fitted dose curve; in most records, active means well fitted curve in the direction sought with a large enough effect; inconclusive means small, poorly fitted or top-dose-only effect, or another doubt; inactive means no such curve, though single readings can be large; an effect the other way counts as inactive or inconclusive. A portion of the library. The share of hits here may be higher or lower than overall.

SMILES	DRD3 antagonist	aSyn rescue	PTHR1 ag	HEK293 tox	TDP43 rescue	GLP1R inv ag	GLP1R ag	D3 ag	KB-V1 MDR tox
O=C(N/C(=C/c1cccs1)C(=O)N1CCOCC1)c1ccco1	4	0%	-11%	11%	0%	13%	0%	1	7%
COCc1cccc(-c2csc(C(C)(O)c3cccc(OC)c3)n2)c1 (stereo not given)	0	-21%	-31%[inhibitor]	6%	?	?	-5%	-7	-13%
COC(=O)c1ccc(COC(=O)CNC(=O)c2ccc(C)s2)cc1	-4	1%	i	3%	4%	28%	1%	2	4%
COc1ccc(C(=O)N2CCN=C2SC)cc1OC	7	-1%	-25%	0%	4%	18%	5%	-4	1%
Cc1nn(C)c(C)c1S(=O)(=O)N(CC(=O)Nc1ccc(F)cc1F)c1ccc(C(C)C)cc1	.	.	-26%	-5%	9%	-6%	.	-12	-7%
CC(Sc1nccn1C)C(=O)Nc1ccc(C(N)=O)cc1 (stereo not given)	23	0%	i	-3%	9%	6%	-12%	0	4%
Cc1ccc(NS(=O)(=O)c2c(C(=O)N3CCC(C)CC3)c(C)n(C)c2C)cc1Cl	.	.	i	-13%	13%	-26%	.	-1	.
CC(C)(C)n1nnnc1C(c1ccccn1)N1CCN(C(c2ccccc2)c2ccccc2)CC1 (stereo not given)	-5	-1%	?	-6%	-9%	19%	2%	10	?
COc1ccc(NC(=O)C2(C)CCN2C(=O)Cc2ccccc2)cc1OC (stereo not given)	23	5%	-11%	-18%	0%	11%	5%	7	4%
CCN(CC)C(=O)Cn1c(=O)n(Cc2ccc(F)cc2)c(=O)c2sccc21	0	-4%	-20%	2%	.	2%	1%	-16	0%
COC(=O)[C@H](Cc1ccccc1)NC(=O)NCC1CCCO1 (stereo not given in full)	12	3%	i	-5%	-5%	0%	16%	9	20%
CC(=O)c1ccc(N(C(=O)Cn2nnc3ccccc32)C(C(=O)NCc2ccccc2)c2ccccn2)cc1 (stereo not given)	6	-6%	i	-19%	-25%	17%	-1%	2	8%
COc1ccccc1N1CC(C(=O)Nc2nnc(SCC(=O)N3CCCC3)s2)CC1=O (stereo not given)	-2	4%	-23%	8%	-2%	-31%	0%	2	0%
COc1ccc(/C=C/C(=O)Nc2ccc3nc4c(c(Nc5ccccc5OC)c3c2)CCCC4)cc1	.	.	18%	?	-3%	8.9µM*	.	-24	.
N#Cc1ccc(CN2CCN(C(=O)CCNS(=O)(=O)c3ccc(F)c(F)c3)CC2)cc1	3	4%	-17%	-21%	15%	-9%	3%	6	-10%
O=C(COc1ccc(Br)cc1)NC1CC1	11	-2%	-29%	-5%	-5%	10%	0%	8	-2%
CCCC(NCC(=O)Nc1ccccc1C(=O)NC1CC1)c1ccccc1 (stereo not given)	2	-3%	i	15%	-16%	?	4%	1	0%
Cc1c(NC(=O)C23CC4CC(CC(Br)(C4)C2)C3)c(=O)n(-c2ccccc2)n1C	4	0%	i	-2%	9%	13%	2%	5	25%
CCNC(=O)C12CCC(C)(C(=O)C1Br)C2(C)C (stereo not given)	-5	0%	-14%	24%	-20%	13%	0%	-2	-9%
N=P(N1CCOCC1)(N1CCOCC1)C12CC3CC(CC(C3)C1)C2	0	-7%	-10%[57.5 µM]	2%	-5%	17%	-8%	4	9%
Cc1c(C(=O)OCC2CCCO2)[nH]c2c1C(=O)CC(c1ccco1)C2 (stereo not given)	12	-5%	-19%	-10%	3%	?	9%	-3	4.1µM*
O=C(Nc1nnc(COc2ccc(F)cc2)s1)c1ccco1	6	-5%	i	-1%	23%	17%	-5%	1	-5%
Oc1ccccc1-c1cc(-c2cccc(F)c2)n[nH]1	6	2%	-20%	-8%	3.2µM*	?	4%	-3	?
CCCNC(=O)COC(=O)c1[nH]c(C)c(C(=O)OCC)c1C	-25	-3%	-14%	-16%	17%	3%	-8%	-2	-13%
CCOc1ccccc1NC(=O)NNS(=O)(=O)c1ccc([N+](=O)[O-])cc1	1	-5%	-9%	13%	16%	-1%	-9%	-6	.
C=CCNc1nc(C(=O)OCC(=O)Nc2cccc(SC)c2)cs1	4	6%	i	0%	-8%	-6%	1%	-5	-29%
CCOP(=O)(c1ccc(N(C)C)cc1)C(O)c1ccc(OC)cc1 (stereo not given)	12	7%	i	-2%	0%	15%	6%	-1	16%
O=C1CSC(c2cccnc2)N1CCc1ccccn1 (stereo not given)	-12	-5%	i	13%	4%	-6%	-3%	-3	2%
O=S(=O)(NCCc1ccncc1)c1ccc(S(=O)(=O)N2CCCCCC2)cc1	9	-2%	i	1%	-23%	-14%	-12%	2	18µM*
Cc1ccc(C(C)C)cc1OCC(=O)Nc1ccccc1N1CCCC1	-20	14%	-23%	22%	-6%	2.5µM*	-3%	-17	-19%
NC(=O)CC[C@@H]1NC(=O)[C@H](CO)NC(=O)c2cc([N+](=O)[O-])cc(I)c2NCCC[C@@H](C(N)=O)NC(=O)[C@H](Cc2ccc(O)cc2)NC1=O	-15	-1%	i	7%	0%	5%	-2%	-22	10%
O=c1[nH][nH]c2cc([N+](=O)[O-])ccc12	0	-1%	-21%	-19%	-16%	-30%	4%	-14	?
CCCOC(=O)c1ccc(NC(=O)C2C3CCC(C3)C2C(=O)O)cc1 (stereo not given)	2	-4%	i	1%	-3%	7%	26%	1	9%
COc1cccc(-c2csc(N3CCN(C(=O)NC45CC6CC(CC(C6)C4)C5)CC3)n2)c1	40	11%	-29%[57.5 µM]	1%	9%	5µM*	-10%	18	-9%
O=C(NCCNc1ccnc2cc(Cl)ccc12)c1ccccc1F	-29	2%	i	2%	-5%	0%	4%	-13	-1%
COc1ccc(CCNC(=O)CCNS(=O)(=O)c2cccc(Cl)c2)cc1OC	-17	0%	-18%	4%	5%	18%	-7%	1	-26%
O=C(COc1nsnc1N1CCOCC1)Nc1cccc(Cl)c1	-11	-2%	-7%	-8%	?	?	0%	4	?
Cc1cc(NC2CCCCC2)n2c(n1)nc1ccccc12	-8	-3%	i	3%	-8%	1%	1%	-5	2%
CCN(CC)C(=O)c1cccc(NC(=O)CCc2nc3sc4c(c3c(=O)[nH]2)CCCC4)c1	-12	0%	-21%	14%	4%	-17%	0%	-6	?
Cc1cnc(NC(=O)CSc2nnc(-c3ccncc3)n2C2CCCCC2)s1	?	1%	12%[57.5 µM]	-2%	13%	1%	1%	2	?

One compound at a time, as listed above:
`Oc1ccccc1-c1cc(-c2cccc(F)c2)n[nH]1` reads DRD3 antagonist: 6; aSyn rescue: 2%; PTHR1 ag: -20%; HEK293 tox: -8%; TDP43 rescue: 3.2µM*; GLP1R inv ag: ?; GLP1R ag: 4%; D3 ag: -3; KB-V1 MDR tox: ?
`C=CCNc1nc(C(=O)OCC(=O)Nc2cccc(SC)c2)cs1` reads DRD3 antagonist: 4; aSyn rescue: 6%; PTHR1 ag: i; HEK293 tox: 0%; TDP43 rescue: -8%; GLP1R inv ag: -6%; GLP1R ag: 1%; D3 ag: -5; KB-V1 MDR tox: -29%

Remaining list, next part
SMILES	DRD3 antagonist	aSyn rescue	PTHR1 ag	HEK293 tox	TDP43 rescue	GLP1R inv ag	GLP1R ag	D3 ag	KB-V1 MDR tox
COC(=O)c1ccccc1NC(=O)C1CC(=O)N(c2ccc(C)cc2)C1 (stereo not given)	5	-3%	i	-16%	30%	4%	-4%	-2	?
NC(=O)CC(NC(=O)c1ccc(Br)cc1)c1ccc(N2CCN(c3ccccc3)CC2)c([N+](=O)[O-])c1 (stereo not given)	14	-6%	i	5%	-5%	?	-3%	12	4%
Cn1nc(C(=O)Nc2cc(Cl)ccc2N2CCCC2)c2ccccc2c1=O	57	1%	i	6%	10%	6%	1%	9	5%
Cc1noc(C)c1NC(=O)N(C)C[C@H]1Oc2c(NC(=O)Nc3ccc(C(F)(F)F)cc3)cccc2C(=O)N([C@H](C)CO)C[C@@H]1C	-13	1%	-10%	2%	21%	6%	-1%	-5	13%
CNC(=O)c1[nH]cnc1C(=O)Nc1cccc(Cl)c1	0	-3%	-15%	-1%	8%	63%[activator]	-2%	5	?
COc1ccc(CN2CCN(C(=O)c3c(-c4ccccc4)noc3C)CC2)cc1F	5	-5%	-5%	5%	-6%	14%	11%	0	?
Cc1ccc(-n2c(=O)c(C#N)cc3c(=O)n4ccccc4nc32)cc1	3	0%	i	106%[activator]	13%	19%	1%	5	9%
O=c1[nH]cnc2c1ccn2C1OC(CO)C(O)C1O (stereo not given)	-14	-5%	-6%	-2%	9%	?	5%	5	16µM*
O=C(Nc1ccc(N2CCOCC2)cc1N1CCOCC1)c1cccs1	-14	0%	i	-2%	-2%	35%[activator]	-6%	8	-27%
Cc1ccc(NC(=S)N2CCN(S(=O)(=O)c3ccc(C)cc3)CC2)cc1	?	-1%	-15%	12%	-9%	-20%	-2%	-8	?
Cc1sc2c(c1C)c(=O)n(-c1cccc(C(F)(F)F)c1)c(=O)n2Cc1ccccc1C#N	.	.	-12%	-3%	0%	4%	.	-20	-6%
Cc1ccc(NC(=O)Cn2c(=O)c(C(F)(F)F)nc3ccccc32)c(C)c1	.	.	i	-1%	10%	5%	.	4	0%
Cc1ccc(N/C=C/c2onc(C)c2[N+](=O)[O-])cc1	-8	-3%	-20%	6%	-1%	14%	-1%	-4	-2%
Cc1cc(=O)oc2cc(OCC(=O)Nc3ccc(O)c(C(=O)O)c3)ccc12	.	2%	i	1%	20%	14%	-5%	-1	17%
NC(=O)C1CCCN1 (stereo not given)	10	-7%	-37%[inhibitor]	14%	15%	2%	6%	1	-5%

Retrieved by compound from the list above (two):
SMILES	DRD3 antagonist	aSyn rescue	PTHR1 ag	HEK293 tox	TDP43 rescue	GLP1R inv ag	GLP1R ag	D3 ag	KB-V1 MDR tox
COc1ccc(CCNC(=O)CCNS(=O)(=O)c2cccc(Cl)c2)cc1OC	-17	0%	-18%	4%	5%	18%	-7%	1	-26%
O=S(=O)(NCCc1ccncc1)c1ccc(S(=O)(=O)N2CCCCCC2)cc1	9	-2%	i	1%	-23%	-14%	-12%	2	18µM*
